Source: PubChem (several laboratories)
iPSC survival up = enhancers of single-cell hiPSC survival, primary screen, ATPlite luminescence; 100% = ROCK inhibitor wells, 0% = DMSO; actives 0.044% (n = 360,000); survival enhancement, % at 20 µM; in the data active means survival enhancement above about 18%;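 further: cells exposed to compounds for 16 hours before the ATP read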
N-glyco inh = increase of ERlucT glycosylation luciferase signal, primary screen, N-linked glycosylation inhibitor project, D54 ERlucT cells, luminescence, set 2 | D54 ERlucT glycosylation luciferase reporter, 24 h; percent of 100 nM tunicamycin response | reporter increase, % at 12.5 µM | actives 0.23% (n = 360,000) | AID 588692, 2011;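 active means mean luciferase reporter signal, scaled so untreated is 0 and the glycosylation-blocking control 100, at or above a set limit in every replicate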;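 further: luciferase carries N-glycosylation sites so blocking glycosylation raises the light; 0% = median of neutral control wells and 100% = median of 100 nM tunicamycin wells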
Exocytosis inh = LAMP-1 surface exposure blockers, TALL-104 cells – cell-based, flow cytometry, MLPCN library, primary screen | AID 651702, 2012 | actives 0.66% (n = 360,000) | TALL-104 LAMP-1 surface exposure; cells stimulated with thapsigargin and PMA | inhibition, % at 10 µM;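 active means inhibition above about 55%, limit read from the data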
CaV13 ICDI inh = Disruptors of the CACNA1D IQ motif to Ca2+-dependent inactivation inhibitor domain association, primary screening, Förster resonance energy transfer in intact living …; HEK cells, CFP/YFP FRET ICDI-IQ, plate reader, 10 min; percent FRET-ratio fall versus neutral wells; inhibition, % at 12.3 µM; actives 0.098% (n = 340,000); AID 743397;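 active means mean replicate inhibition of at least 30% and at least 1% of replicates passing that level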;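 further: 0% = median of the neutral control wells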
Vif inh = HIV Vif self-association inhibitors, primary screen, imaging, HEK293T, single point | HEK293T cells, Vif self-association by quenched fluorescence, 24 h | actives 0.35% (n = 340,000) | inhibition, % at 7.49 µM | AID 602346, 2012; in the data active means inhibition above about 50%, passing the limit was not always enough; further: some results filed as inactive read as strong as hits
PDI inh = inhibitors of human PDI, primary screen, biochemical, turbidity, single point, plate reader | Protein disulfide-isomerase (Homo sapiens), P07237 | PDI insulin aggregation turbidity, A650, 90 min | inhibition, % at 10 µM | actives 0.052% (n = 350,000);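 active means mean inhibition across replicates of 30% or more, whatever share of single replicates reach that level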;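 further: absorbance from insulin aggregation driven by PDI reduction with DTT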
m5-HT2A agonist = mouse Htr2a agonists via beta-arrestin recruitment, primary screen, cell-based, luminescence; 5-hydroxytryptamine receptor 2A (Mus musculus), P35363; CHO-K1 mHTR2A beta-arrestin complementation; percent of 30 µM serotonin response; activation, % at 7.6 µM; actives 0.66% (n = 360,000); AID 624169, 2012;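 active means activation above a run cutoff, the mean activation of all tested compounds plus 3 SD, cut at about 14% in these data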;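 further: 0% = plate median of compound wells and 100% = 30 µM serotonin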
ABCB6 inh 2 = ABCB6 transporter inhibitors, primary screen, K562-ABCB6 cells, flow cytometry, MLPCN library; K562-ABCB6 porphyrin accumulation, 1 h; hits give low values; fluorescence ratio to DMSO, % at 10 µM; AID 602162, 2011; actives 0.19% (n = 360,000);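 active means fluorescence ratio to DMSO below 75%, the collection mean minus 3 SD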;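 further: signal is porphyrin accumulated inside mitochondria; 100% equals median channel fluorescence of DMSO control wells; lower ratio means ABCB6 inhibition with less porphyrin fluorescence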
Target sequence (Q9NP58 whole entry, looked up): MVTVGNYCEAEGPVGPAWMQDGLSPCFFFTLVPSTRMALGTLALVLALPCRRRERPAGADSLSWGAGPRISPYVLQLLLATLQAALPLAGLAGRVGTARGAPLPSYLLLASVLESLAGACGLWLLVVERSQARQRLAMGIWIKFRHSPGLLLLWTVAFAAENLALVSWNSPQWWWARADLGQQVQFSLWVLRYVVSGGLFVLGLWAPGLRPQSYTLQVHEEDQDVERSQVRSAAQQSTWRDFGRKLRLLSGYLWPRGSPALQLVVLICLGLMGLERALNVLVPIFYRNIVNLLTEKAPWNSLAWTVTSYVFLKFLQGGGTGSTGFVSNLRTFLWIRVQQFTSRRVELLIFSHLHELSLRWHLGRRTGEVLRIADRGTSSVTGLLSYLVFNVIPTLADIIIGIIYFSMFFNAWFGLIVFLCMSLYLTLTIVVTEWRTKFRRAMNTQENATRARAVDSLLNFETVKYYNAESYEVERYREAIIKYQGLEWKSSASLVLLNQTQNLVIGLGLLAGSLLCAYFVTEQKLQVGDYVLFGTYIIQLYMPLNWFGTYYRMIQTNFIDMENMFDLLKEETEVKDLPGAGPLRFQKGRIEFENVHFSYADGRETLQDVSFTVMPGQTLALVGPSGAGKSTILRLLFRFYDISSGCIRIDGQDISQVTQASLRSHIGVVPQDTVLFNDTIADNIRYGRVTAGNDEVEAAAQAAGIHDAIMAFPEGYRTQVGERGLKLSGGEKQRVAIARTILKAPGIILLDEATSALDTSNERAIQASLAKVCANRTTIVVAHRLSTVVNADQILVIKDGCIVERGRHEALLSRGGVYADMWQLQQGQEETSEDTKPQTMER
Cardio protect = cardioprotection against H2O2-induced cell death, primary screen, uHTS, H9c2 cells, ATPLite luminescence | H9c2 cardiomyocytes, H2O2 injury protection, 2 h | protection from H2O2 cell death, % at 20 µM | actives 0.63% (n = 360,000);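 active means compounds giving at least 50% protection of heart cells from peroxide-induced death in the single-dose screen, raw or plate-pattern-corrected value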;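 further: 0% = DMSO wells with peroxide and 100% = DMSO wells without peroxide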
aDG glyco up = activators of alpha-DG glycosylation, primary screen, uHTS, Pro5-aDG cells, AlphaScreen; alpha-DG glycosylation AlphaScreen (IIH6); 0% Pro5, 100% B10-LARGE cell signal; activation, % at 10 µM; actives 0.22% (n = 360,000);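 active means activation of at least 8% versus controls, or a plate z-score of at least 8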;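 further: Pro5 are CHO cells carrying HIG-tagged alpha-DG that lacks glycosylation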
An asterisk follows results filed as active; / = no result given.

Molecule | iPSC survival up | N-glyco inh | Exocytosis inh | CaV13 ICDI inh | Vif inh | PDI inh | m5-HT2A agonist | ABCB6 inh 2 | Cardio protect | aDG glyco up
CCCS(=O)(=O)c1nc(S(=O)(=O)c2ccc(C)cc2)c(N2CCCC2)s1 | -0.7 | 0.7 | -6.0 | -5.5 | -7.8 | -4.3 | -0.7 | 94.0 | 2.2 | -0.2
COc1ccc(OC)c(COC(=O)c2cccc(S(=O)(=O)N3CCCCC3)c2)c1 | -0.4 | -5.5 | 2.4 | -3.7 | 0.4 | -5.4 | -3.0 | 95.0 | -3.0 | 0.0
COC(=O)c1c(/N=C/N(C)C)sc2c1CCN(c1ncc(C(F)(F)F)cc1Cl)C2 | -0.4 | 1.2 | -4.8 | / | -6.2 | -14.1 | -5.5 | 107.0 | 5.6 | -0.1
CCOc1ccccc1NC(=O)C(NCCN(C)C)c1ccccc1 (stereo unspecified) | -0.3 | 1.0 | -5.0 | -13.5 | -6.0 | -3.5 | -1.3 | 100.0 | -4.0 | 0.0
COCCCNc1ccc([N+](=O)[O-])cc1C(=O)Nc1cccc(C)n1 | 0.0 | -1.1 | -2.7 | -6.9 | 4.0 | -1.6 | -3.5 | 93.0 | 4.9 | 0.1
[O-]/[N+](=C\c1ccco1)c1ccc(Cl)cc1 | 1.4 | -0.5 | -1.2 | -7.2 | -4.0 | 3.8 | 0.6 | 108.0 | -3.3 | 0.0
O=C(CSc1nnc(COc2cccc3cccnc23)o1)N1CCCC1 | -0.7 | 1.4 | -13.5 | -4.0 | -2.8 | -5.5 | -1.8 | 100.0 | -4.2 | 0.1
CC(=O)Nc1ccc(CN2CCCC(CCC(=O)NCc3ccccc3F)C2)cc1 (stereo unspecified) | 0.1 | -0.3 | -1.2 | -4.5 | 0.6 | -5.4 | -2.4 | 93.0 | 0.7 | -0.2
COC(=O)C1C(=O)C2=C(CC1C)NC(=O)CC2c1ccccc1 (stereo unspecified) | 0.2 | 2.6 | 0.5 | -7.1 | 6.1 | 4.9 | 1.9 | 88.0 | 9.1 | 0.1
CCOC(=O)c1c(NC(=O)COC(=O)CCCOc2ccc(OC)cc2)sc(C(=O)NC)c1C | -0.1 | 2.9 | 10.6 | -6.5 | 7.0 | 4.2 | -3.0 | 99.0 | 2.7 | -0.1
O=C(O)c1ccc2c(c1)nnn2C1CCCCC1 | -0.9 | 1.5 | -4.6 | -4.8 | 26.9 | 2.7 | 7.3 | 102.0 | -5.2 | -0.1
C/C(=N\OC(=O)c1ccc(Br)cc1)c1ccccn1 | 2.1 | 1.9 | -9.1 | -3.0 | -1.7 | 1.4 | 0.0 | 95.0 | -7.4 | -0.3
NC(=S)Nc1ccc(Cl)cc1Cl | -0.8 | -0.2 | -0.7 | -4.5 | 10.5 | -1.4 | -1.7 | 106.0 | -1.5 | -0.3
COc1ccc(Nc2nc(NN)nc(C)c2[N+](=O)[O-])cc1 | 1.6 | -0.6 | -1.8 | -5.4 | 5.0 | 17.1 | 1.4 | 98.0 | 41.6 | 0.6
CC1CCCN(C(=O)C2CCN(S(=O)(=O)c3ccccc3)CC2)C1 (stereo unspecified) | 4.3 | -1.5 | 2.3 | -5.4 | 2.2 | -0.8 | 4.0 | 95.0 | 0.2 | -0.1
Cc1ccc(S(=O)(=O)N(C)c2cc(S(=O)(=O)N3CCC(C)CC3)c(C)cc2C)cc1 | -1.0 | -3.7 | -2.2 | -0.4 | -0.9 | -3.1 | -0.1 | 93.0 | -4.7 | 0.3
CCCCCCCCSc1nnc2[nH]c(=O)cc(N)n12 | -0.5 | -1.0 | -5.8 | -2.1 | -0.2 | 2.0 | 5.5 | 104.0 | 3.5 | 0.0
CCCOc1ccc(OCCN2CCCC(C)C2)cc1 (stereo unspecified) | -1.3 | 0.4 | -4.5 | -4.8 | -2.1 | 9.8 | 0.8 | 92.0 | -0.6 | 0.3
Cc1ncc([N+](=O)[O-])n1CCOC(=O)NC(NCc1cccnc1)C(Cl)(Cl)Cl (stereo unspecified) | -0.8 | 1.6 | -1.4 | -4.7 | -1.5 | -8.8 | 6.4 | 100.0 | 2.4 | -0.1
O=C(C1=C[C@H](c2ccccc2)C[C@H](OCc2ccc(CO)cc2)O1)N1CCN(Cc2ccc3c(c2)OCO3)CC1 | -3.0 | 4.9 | 3.2 | -9.4 | 3.0 | 7.5 | -1.2 | 98.0 | 13.9 | 0.0
Cc1ccccc1OCC(O)Cn1c(Br)nc2c1c(=O)n(C)c(=O)n2C (stereo unspecified) | -2.0 | 0.3 | 1.6 | -3.2 | -20.6 | -2.2 | 1.5 | 95.0 | 17.1 | 0.3
O=C(NCc1ccco1)C1CCN(S(=O)(=O)c2ccccc2C(F)(F)F)CC1 | 1.0 | -0.8 | 21.4 | -3.5 | 5.1 | 2.0 | -0.6 | 97.0 | -1.6 | 0.0
O=S1(=O)CCOC[C@H](CC2CCCCC2)N1Cc1ccc(F)cc1 | 2.6 | -2.5 | 20.2 | -8.1 | 0.2 | -1.0 | 4.1 | 99.0 | -7.2 | -0.2
c1ccc(N(c2ccccc2)c2nc(N3CCCC3)nc(-n3ccnc3)n2)cc1 | 0.1 | -4.3 | 2.5 | -4.4 | -0.8 | 4.2 | -3.2 | 97.0 | -21.8 | 1.4
Nc1nc(Br)c2c(F)cccc2c1-c1ccccc1 | 1.9 | -2.9 | -6.2 | -4.5 | -1.3 | 5.1 | -1.9 | 101.0 | 6.7 | 0.1
Cc1onc(-c2c(F)cccc2Cl)c1C(O)c1ccc(F)cc1 (stereo unspecified) | -0.4 | 0.9 | 0.0 | 10.5 | 5.5 | 1.8 | 1.7 | 101.0 | 3.7 | -0.1
CCOc1ccc(NC(=O)CSc2nnnn2-c2ccc(C(N)=O)cc2)cc1 | 0.2 | 0.3 | -0.7 | -3.7 | 8.8 | -8.6 | 1.5 | 99.0 | -3.0 | -0.1
CN(C)c1nc(N2CCN(c3ccc(F)cc3)CC2)c(C#N)c(=O)o1 | 2.8 | 0.3 | -12.2 | -3.8 | -5.3 | -2.7 | 6.4 | 94.0 | 5.8 | 0.1
Cc1cc(C(=O)COC(=O)CCCN2C(=O)c3ccccc3C2=O)c(C)n1C | 0.1 | -0.1 | 0.7 | -5.3 | -2.2 | -7.2 | 9.4 | 98.0 | -3.1 | 0.4
O=C(NCc1ccccn1)C(=O)NCC1OCCN1C(=O)c1ccc(Cl)cc1 (stereo unspecified) | 0.3 | 2.3 | 7.8 | -9.4 | 4.8 | 1.0 | 4.7 | 103.0 | -1.0 | 0.6
CCN1CCN(S(=O)(=O)c2cccs2)CC1 | 1.4 | 1.3 | 0.6 | -8.4 | -5.9 | -5.6 | -0.4 | 86.0 | 4.1 | 2.4
S=C1SCN(Cc2ccccc2)CN1Cc1ccco1 | -1.4 | -4.4 | 7.5 | -6.5 | -1.6 | -44.0 | 2.2 | 106.0 | 0.7 | 0.1
CC1=C(N2CCN(c3ncccn3)CC2)CCC1=O | 0.0 | 3.6 | -9.8 | -6.7 | 3.1 | 2.1 | 6.0 | 101.0 | 3.5 | 0.0
COC(=O)c1nnn(Cc2ccccc2)c1N | 1.7 | 1.6 | -2.2 | / | 9.3 | -7.0 | 2.5 | 100.0 | -3.5 | 0.2
COc1ccc(NS(=O)(=O)c2c(C(=O)N3CCCCCC3)c(C)n(C)c2C)cc1OC | -0.6 | 0.0 | 8.2 | -3.9 | 5.6 | 1.7 | -6.8 | 98.0 | -0.2 | -0.2
CCn1c(CSCc2ccc(F)cc2)nnc1SCC(=O)NCc1ccccc1 | -0.5 | -4.4 | -1.2 | -6.7 | 3.2 | -0.1 | 3.5 | 93.0 | -2.5 | 0.5
CCC[C@@H](CN[C@@H](CNC)[C@H](C)CC)NCC1CCC(C(C)(C)C)CC1 (stereo partly specified) | -5.2 | -6.5 | 5.3 | -4.8 | / | -2.0 | 4.2 | 98.0 | -26.6 | 1.8
Cc1cc(C)n(-c2nc(Nc3ccccc3C(F)(F)F)nc(-n3nc(C)cc3C)n2)n1 | 0.1 | -8.5 | 7.5 | / | -8.4 | 11.5 | -1.0 | 93.0 | -34.1 | 2.9
COc1cc(/C=C2/S/C(=N/S(=O)(=O)Cc3ccccc3)NC2=O)c([N+](=O)[O-])cc1OC | 0.0 | 1.3 | 13.2 | -27.1 | 4.3 | 7.3 | 1.1 | 99.0 | 5.2 | 0.7
CN(Cc1ccccc1)C(=O)c1ccc2c(c1)OCO2 | 7.0 | 0.2 | 0.1 | -3.7 | -1.0 | -3.4 | 4.9 | 99.0 | -1.2 | -0.2
O=C1CC(c2ccc(F)cc2)c2cc3c(cc2N1)CCC3 (stereo unspecified) | 1.7 | -2.4 | -3.9 | -14.8 | 4.0 | 7.3 | -1.4 | 98.0 | -13.8 | 0.5
CC(C)[C@H](NC(=O)c1ccco1)C(=O)OCC(=O)c1ccc2c(c1)NC(=O)CO2 | 1.2 | 2.7 | 2.0 | -4.2 | -0.7 | -2.9 | 1.1 | 104.0 | -1.6 | 0.1
COCCCNC(=O)CCn1c(=O)c2ccccc2n(Cc2cccc([N+](=O)[O-])c2)c1=O | -0.4 | 1.5 | -2.9 | -15.4 | -5.4 | -6.9 | 0.7 | 96.0 | 2.4 | -0.1
CC(=O)N(C1CC(C)C(C#N)(C#N)C1(C#N)C#N)N(C)C (stereo unspecified) | 2.0 | 8.7 | 26.8 | 4.2 | -3.3 | 2.8 | 1.5 | 88.0 | -10.9 | 0.0
Cc1c(CCO)c(=O)n(C)n1C(=O)c1ccc(Cl)cc1 | 0.5 | 0.8 | 3.1 | -3.8 | -14.7 | -4.6 | -3.5 | 92.0 | -1.1 | 4.3
Cc1ccc(NC(=O)c2cccc(N3C(=O)C4C5CCC(C5)C4C3=O)c2)c(C)c1 (stereo unspecified) | -0.4 | 1.0 | -1.7 | -4.6 | / | -8.2 | 0.2 | 98.0 | 5.9 | -0.1
CC(=O)NCCC(=O)Nc1cc(S(=O)(=O)Nc2ccc(Cl)cc2)ccc1N1CCCC1 | 0.0 | -1.2 | 17.4 | 0.8 | -2.8 | 7.7 | -2.4 | 96.0 | -4.7 | 0.0
COc1ccc(C(O)C(O)(C(=O)OC(C)C)c2ccc(C)cc2)cc1 (stereo unspecified) | / | / | -2.2 | -7.6 | / | / | 4.8 | / | / | 0.8
Cc1cccc(OCC(=O)Nc2ccc(N3CCN(C(=O)c4ccccc4)CC3)cc2)c1C | -0.3 | -11.6 | 0.3 | -5.6 | -34.7 | -7.1 | 11.7 | 97.0 | -0.8 | 1.3
CCOC(=O)N1CCN(Cc2nc(N)nc(Nc3ccc(OCC)cc3)n2)CC1 | -0.6 | 0.1 | -0.1 | -5.9 | -1.7 | 1.7 | 3.0 | 100.0 | 4.6 | 0.1
